SR-BI DiI inh – inhibitors of mouse SR-BI mediated HDL lipid uptake | Q61009 | ldlA[mSR-BI] CHO cells, DiI-HDL uptake fluorescence, 3 h | inhibition, % at 12.5 µM | 320,000 compounds, 0.96% hits | AID 488896;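 active = mean replicate inhibition of at least 70% and a set share of replicates each scoring 70 or more; inconclusive = meets just one of the two criteria; inactive = fails both criteria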;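 also: 0% = median of neutral control wells and 100% = median of positive control wells; values of inactives mirror those of a sister screen read the other way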
PvdQ acylase – blocks Pseudomonas aeruginosa PvdQ acylase activity. 340,000 compounds, 0.063% hits. inhibition, % at 10 µM. AID 488965. purified PvdQ acylase, fluorescence plate reader; in the data active = inhibition above about 30%, passing the limit was not always enough; inconclusive = no clear call, values can overlap the other calls;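 also: 0% = vehicle neutral wells and 100% = reference inhibitor wells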
MITF TRPM1 HTS – increases MITF-driven TRPM1 promoter luciferase signal; SK-MEL-5 TRPM1-promoter luciferase, 24 h; % of positive control, neutral wells = 0; 300,000 compounds, 0.75% hits; activation, % at 12.5 µM;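 active = mean activation of at least 80% with every replicate also reaching 80%; inconclusive = mean reaches 80% but some replicate falls short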;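 also: 0% = neutral control wells and 100% = parthenolide positive control wells; values of inactives mirror those of a sister screen read the other way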
HTR5A inv ag – HTR5A inverse agonism, opioid heterodimer counter-screen | HTR5A cell line, luminescence | P47898 | inhibition, % at 9.3 µM | 340,000 compounds, 0.083% hits | AID 504634; in the data active = inhibition mostly above about 23%, no sharp cut-off; inactive = mostly below about 18%;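 also: 0% = cells with DMSO and 100% = no-cell wells with DMSO; some compounds called inactive have numbers as strong as hits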
Target sequence (P47898 whole entry, looked up): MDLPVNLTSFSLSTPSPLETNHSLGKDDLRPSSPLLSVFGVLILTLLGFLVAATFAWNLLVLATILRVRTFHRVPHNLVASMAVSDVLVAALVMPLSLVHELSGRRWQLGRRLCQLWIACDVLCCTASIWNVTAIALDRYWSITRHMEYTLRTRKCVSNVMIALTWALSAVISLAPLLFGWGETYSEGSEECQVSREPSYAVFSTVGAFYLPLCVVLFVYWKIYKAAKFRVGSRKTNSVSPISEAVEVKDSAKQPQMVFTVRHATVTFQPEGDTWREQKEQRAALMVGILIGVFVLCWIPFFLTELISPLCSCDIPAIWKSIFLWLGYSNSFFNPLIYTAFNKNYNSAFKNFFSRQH
HTR5A ag – counter-screen for OPRM1-OPRD1 agonists: human HTR5A agonism. 340,000 compounds, 0.61% hits. activation, % at 9.3 µM. HTR5A agonist assay, luminescence, cell-based. AID 504692. P47898; in the data active = activation mostly above about 9.5%, no sharp cut-off; inactive = mostly below about 7.6%;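 also: 0% = cells with vehicle only and 100% = reference agonist; strong numbers were not always called active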
Wnt bcat act – Wnt/beta-catenin pathway activation | Wnt/beta-catenin reporter cell assay, activator, plate reader | activation, % at 9.35 µM | 300,000 compounds, 1.2% hits; in the data active = activation above about 30%, passing the limit was not always enough; inconclusive = no clear call, values can overlap the other calls;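 also: 0% = neutral control wells and 100% = positive control wells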
NSD2 HMT inh – blocks human histone methyltransferase NSD2 | NSD2 peptide methylation, AlphaScreen, 120 min | inhibition, % at 12.5 µM | 310,000 compounds, 0.54% hits; in the data active = inhibition above about 50%
dFosB act – mouse delta FosB homodimer activation; P13346; purified delta FosB, TAMRA-CDK5 oligo fluorescence polarization; percent of positive-control signal above neutral wells; activation, % at 25 µM; 340,000 compounds, 0.99% hits; AID 493131;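 active = mean activation above about 17%, with every replicate also reaching it, limit read from the data, passing the limit was not always enough; inconclusive = only one of the two conditions met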;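 also: fluorescence polarization rise as delta FosB binds a TAMRA Cdk5 AP-1 oligo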
Target sequence (P13346 whole entry, looked up): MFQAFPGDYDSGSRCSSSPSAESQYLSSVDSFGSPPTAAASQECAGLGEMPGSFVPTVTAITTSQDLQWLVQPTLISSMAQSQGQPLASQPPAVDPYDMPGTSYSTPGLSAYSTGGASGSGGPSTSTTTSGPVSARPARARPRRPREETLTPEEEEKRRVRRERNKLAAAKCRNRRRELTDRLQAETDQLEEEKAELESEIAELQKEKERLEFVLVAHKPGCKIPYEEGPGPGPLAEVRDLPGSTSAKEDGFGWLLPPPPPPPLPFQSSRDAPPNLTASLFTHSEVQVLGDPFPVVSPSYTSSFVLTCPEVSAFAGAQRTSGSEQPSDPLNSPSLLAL
V-ATPase pHluor – alters yeast V-ATPase proton transport | S. cerevisiae, pHLuorin cytosolic pH fluorescence | response, % at 10 µM | 350,000 compounds, 0.37% hits; in the data active = response mostly above about 7.3%, no sharp cut-off; inactive = mostly below about 5.4%; also: actives read high; inactives centre near 0; some compounds called inactive have numbers as strong as hits; reference of the scale not given here
CDK5 inh – inhibitors of human CDK5/p35 kinase; Recombinant CDK5/p35, ADP-Glo luminescence, 60 min; inhibition, % at 10 µM; 330,000 compounds, 0.01% hits; AID 488839;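 active = highest replicate inhibition of at least 50% and at least 75% of replicates reaching 50%; inconclusive = only one of the two criteria met; inactive = both criteria failed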;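 also: plate controls were DMSO neutral control for no effect and GW8510 at 10 µM for full effect; many of its hits are not listed in these tables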
* = called active by the depositor; ? = inconclusive; . = no result given; & = joins results of further samples; ! = repeats disagree.

SMILES	SR-BI DiI inh	PvdQ acylase	MITF TRPM1 HTS	HTR5A inv ag	HTR5A ag	Wnt bcat act	NSD2 HMT inh	dFosB act	V-ATPase pHluor	CDK5 inh
Cn1c(=O)c2c(nc(N3CCCCCC3)n2CCSc2nc3ccccc3o2)n(C)c1=O	-7.2	-15.2	.	3.6	3.4	-2.0	.	-9.8	4.5	-2.5
Cc1cc2n(n1)SC(Nc1cccc3ccccc13)N2 (stereo not given)	17.1	-11.5	0.8	-10.8	-2.2	47.1*	7.4	-3.8	-0.9	0.4
CC1(C(=O)N2CCC(CO)(Cc3cccc(C(F)(F)F)c3)CC2)CC1	85.2*	-15.3	-7.0	-15.1	5.5	-0.4	-3.6	-7.6	-0.2	-0.6
CCn1cc([N+](=O)[O-])c(C(=O)N2CCCCCC2)n1	-15.3	-18.7	-8.3	5.5	-0.9	-1.3	-0.1	-5.9	0.0	-1.9
Cc1ccc2c(c1)N(CC(=O)NCCCN1CCOCC1)C(=O)C(C(C)C)O2 (stereo not given)	-18.4	-5.7	-1.2	-5.9	2.3	-4.2	-0.6	-8.1	3.0	-0.8
CCC(=O)Nc1cc(C(=O)OCC(=O)c2ccccc2)ccc1C	9.9	3.6	77.4	-11.7	4.4	35.1*	0.9	-9.5	-2.8	1.4
O=C(CSc1nc2ccccc2c(=O)[nH]1)NCc1ccc(Cl)cc1	-2.7	-3.9	-15.6	1.5	-0.6	9.3	-2.1	-3.4	0.5	0.3
COc1ccc2cc3[n+](cc2c1OC)CCc1cc2c(cc1-3)OCO2	-0.8&-23.1	-0.1&4.9	-5.2&-11.9	-11.3&-11.9	3.1&9.4	-3.5&-9.3	.	36.4*!	1.9&-1.2	0.0&0.6
COC(=O)/C=C/c1ccc(OC(=O)c2ccncc2)cc1	-15.4	-12.2	-9.3	10.8	-1.1	1.3	.	-4.0	3.6	2.4
O=C(Nn1c(=S)[nH]c2ccccc2c1=O)c1ccncc1	-5.5	3.5	4.1	9.2	-7.0	.	-2.3	-3.0	0.0	-1.9
COc1ccc(CC(=O)Nc2sc(Cc3ccccc3)c(C)c2C(N)=O)cc1	14.0	-4.1	-1.0	-2.9	0.8	.	-0.2	-9.9	2.2	1.6
CC1(C)CC(=O)N(c2cc(Cl)cc(Cl)c2)C(=O)C1	-2.4	-7.8	-3.8	0.8	-0.2	-0.5	-2.9	4.5	-0.6	0.9
CC(=O)c1ccc(OCC(=O)NC(=O)NC2CCCCC2)cc1	15.4	-2.0	-14.7	12.5	2.8	2.6	-1.7	0.8	0.7	-0.3
COc1ccc(N/C=C/C(=O)c2ccc(C)cc2)c([N+](=O)[O-])c1	12.6	-14.6	.	-1.9	0.8	-2.7	0.6	-4.1	0.1	1.1
CC[C@H](NC(=O)c1c(C)c(-c2ccccc2)nc2ccccc12)c1ccccc1	-14.0	0.8	-10.3	-0.5	0.1	3.1	.	5.0	-1.4	1.0
CCCNC(=O)CCn1cc(-c2ccc(OC)cc2)nc1-c1ccncc1	6.7	-4.4	-0.6	-0.8	0.3	4.8	.	-3.2	0.6	0.6
CCOC(=O)CSC1=C(C#N)C(c2ccco2)C(C(=O)Nc2cccc(C(F)(F)F)c2)=C(C)N1 (stereo not given)	32.0	-11.3	-0.8	-38.6	2.4	.	0.7	-14.1	3.7	1.0
CC1(c2ccc(OC(F)F)cc2)NC(=O)N(CC(=O)NCCC2=CCCCC2)C1=O (stereo not given)	14.1	-4.9	-0.1	10.5	-2.7	-2.0	-0.4	-3.5	4.2	-0.2
CCOc1ccc(C(CCc2ccccc2)NC(=O)c2ccccc2F)cc1OCC (stereo not given)	25.4	-4.7	-1.3	-30.8	-1.4	-3.2	-0.4	-16.1	-0.8	-0.7
c1ccc(-c2noc(CCC3CCCC3)n2)cc1	3.9	-9.8	102.2*	8.6	-3.1	6.1	-1.3	-1.8	-1.4	-1.4
CC(=O)Nc1ccc(NC(=O)c2cc(C3CC3)nc3c2cnn3C(C)C)cc1	?	4.0	5.0	-32.0	10.6	-1.8	0.5	-0.4	2.1	0.8
O=C(O)CCCCCN1C(=O)c2ccc(C(=O)O)cc2C1=O	-29.1	-16.2	7.9	12.1	-0.1	-1.6	0.7	-0.6	-1.8	2.9
CN(c1ccccc1)S(=O)(=O)c1ccc(Cl)c(C(=O)Nc2ccc(-c3nc4ccccc4[nH]3)cc2)c1	28.7	-8.0	-10.5	-0.9	0.3	6.1	-2.4	44.0*	1.8	-0.7
CC(=O)C1C(c2ccccc2)c2c(noc2C)CC1(C)O (stereo not given)	.	-16.5	.	-1.6	-1.4	-3.3	-0.8	-4.3	-0.1	-2.2
C/C=C/C(=O)OCC(=O)Nc1cccc(F)c1	.	3.4	-12.0	-17.8	-2.5	-0.6	-0.6	-7.8	-0.6	0.2
Cc1ccc(NC(=O)O/N=C2\CCCCC2c2ccc([N+](=O)[O-])cc2[N+](=O)[O-])cc1 (stereo not given)	40.8	-6.6	22.9	5.6	-2.6	.	1.1	-5.9	-2.0	0.2
O=C(Nc1cccc(F)c1)Nc1ccc2c(c1)OCO2	-5.5	-3.0	?	10.6	-2.9	?	3.0	2.4	-3.1	2.1
COc1cc2[nH]c(=O)n(CCC(=O)NCCCN3CCN(c4ccccc4F)CC3)c(=O)c2cc1OC	.	-16.2	-3.4	-9.9	0.7	1.5	-1.7	-9.8	-1.2	-0.3
COc1ccc(CCN(C)C/C=C/c2ccccc2[N+](=O)[O-])cc1OC	-20.3	-10.3	.	-2.9	0.8	-1.3	9.6	-2.9	2.9	-1.1
COc1cccc(C2CC(c3ccc(Cl)cc3Cl)n3nc(N)nc3N2)c1 (stereo not given)	12.5	-17.1	.	18.2	-6.6	-6.6	.	-6.9	-2.1	0.9
Cc1ccc(NC(=O)Cn2c(O)c(N=NC(=O)c3ccncc3)c3ccccc32)cc1	16.3	-9.1	-24.8	-4.9	1.8	.	-3.6	-6.4	-0.7	0.3
Cc1noc(C)c1C(=O)Nc1ccc(F)c(F)c1	-12.5	-2.8	8.3	12.4	0.4	.	-3.7	-0.8	0.7	1.1
O=c1cc(CSc2nnnn2-c2ccccc2)nc2sccn12	-18.8	-2.1	1.8	7.2	-2.6	-0.4	-1.7	-9.5	3.5	-2.7
Cc1ccc(CN2CCNC(=O)C2CC(=O)N(C)CCc2cnn(C)c2)cc1 (stereo not given)	3.9	-12.5	-8.1	-0.1	-1.2	10.4	-1.8	-7.7	2.7	-0.7
CCOC(=O)C(C)n1nc(/C=C/c2ccccc2)ccc1=O (stereo not given)	1.3	2.1	26.7	-26.2	-0.6	0.2	-0.8	-14.1	1.4	-0.1
Cc1oc(/N=C/c2ccc(F)cc2)c(C#N)c1C	9.8	-10.6	.	11.5	-3.0	-1.1	-1.8	-9.0	2.8	1.8
Cc1cc(C(=O)N2CCN(c3ccc([N+](=O)[O-])cc3)CC2)no1	-13.6	8.0	-0.6	-7.0	5.3	.	-1.7	-8.0	4.8	-1.9
O=C(NC(=S)NC1CCCC1)c1ccccc1Br	-8.3	2.5	15.7	-22.2	3.1	4.7	-0.3	3.6	-0.4	0.5
CC1(C)OC(=O)C=C(CC2NS(=O)(=O)OC3CCCCC23)O1 (stereo not given)	-13.4	9.6	2.3	0.0	3.5	-4.6	.	0.5	-1.1	0.7
N#Cc1c(-c2ccccc2)nc(SCC(=O)N(c2ccccc2)c2ccccc2)[nH]c1=O	-4.2	-19.2	-12.5	-4.5	5.8	4.1	8.8	-4.7	-1.4	-1.0
COC(=O)c1ccc(NC(=O)Nc2ccc3c(c2)OCO3)cc1	-8.2	-19.2	68.8	-4.0	-4.7	4.2	4.4	4.6	-1.6	0.6
O=C(Nc1cccc(C(=O)N2CCCC2)c1)C1CCCCC1	-16.0	-17.2	12.2	13.2	-3.8	-3.3	.	-2.2	-1.1	-0.9
O=C(c1ccc(S(=O)(=O)Nc2ccccc2Cl)cc1)N1CCCC1	-1.9	-13.4	0.1	-4.0	4.2	0.7	0.1	6.9	-0.9	-2.0
CN(c1ccccc1)S(=O)(=O)c1ccc(C(=O)NCc2cccs2)cc1	-8.7	-7.0	-4.8	23.6	1.0	-2.1	-2.0	-4.3	-4.7	-0.3
CC(C)N(C(=O)C(=O)c1cccn1-c1ccccc1C#N)C(C)C	1.1	-3.3	-1.6	21.6	1.7	-3.5	0.6	4.9	-0.9	-0.1
O=C(NC1CCCCCC1)C(=S)NC1CCCCC1	-3.3	-16.9	63.8	-8.5	3.1	32.7*	-3.1	3.7	-0.6	-1.3
O=C(O)C1C2CC2CN1C(=O)c1ccc(Cl)cc1 (stereo not given)	-8.4	-16.1	-4.0	.	.	-0.5	19.3	3.0	1.8	0.6
CCCCc1ccc(NC(=S)NCc2cccs2)cc1	10.0	-10.2	.	-7.5	2.5	.	1.3	-9.4	5.6	0.0
Cn1c(NC(=O)c2ccc(Br)o2)cc(=O)n(C)c1=O	-7.9	-4.1	-14.2	-21.4	-0.2	10.8	-1.4	-0.7	-2.3	0.5
COc1ccccc1CNS(=O)(=O)c1ccc(-n2cnnn2)c(OC)c1	-1.7	-2.4	7.8	-1.2	-2.5	-5.5	5.1	-4.0	0.3	1.0

Additional entries.
SMILES	SR-BI DiI inh	PvdQ acylase	MITF TRPM1 HTS	HTR5A inv ag	HTR5A ag	Wnt bcat act	NSD2 HMT inh	dFosB act	V-ATPase pHluor	CDK5 inh
COc1ccc(N2C(=O)CC(NCCNc3ccc([N+](=O)[O-])cn3)C2=O)cc1 (stereo not given)	3.5	5.0	5.0	0.5	3.8	-3.0	-1.9	2.9	-8.4	-0.5
CCN(CC)CCNC(=O)c1ccc(NC(=O)Nc2cccc3ccccc23)cc1	-1.5	10.8	-10.3	-28.4	10.6	-3.9	1.6	-12.4	-6.6	0.6
CCN(CC)CCC(c1ccc(N(C)C)cc1)c1c(O)cc(OC)cc1OC (stereo not given)	1.2	-16.4	-1.9	-1.5	0.5	-2.1	.	-7.2	-3.8	-2.7
O=C1c2ccccc2S(=O)(=O)c2cc(C(=O)N3CCCC3)ccc21	8.7	1.0	-15.8	-21.0	7.8	3.2	.	-0.6	-4.0	1.0
CCCc1cc(=O)[nH]c(SCC(=O)N2C(C)CCCC2C)n1 (stereo not given)	-6.9	-7.9	-7.7	-18.2	-1.9	-0.3	0.7	1.9	-5.1	-0.7
O=C(O)/C=C/c1ccc2noc(-c3ccccc3)c2c1	.	-4.8	5.9	8.1	0.0	-2.5	15.6	-26.8	-0.1	2.5
C=CCn1c2c(c(=O)[nH]c1=S)CN(C(C)c1ccccc1)CN2 (stereo not given)	.	28.1	-11.5	0.6	-0.2	1.8	0.6	0.3	-1.2	1.3
CN(CC(=O)O)S(=O)(=O)c1ccc2[nH]c(=O)c(=O)[nH]c2c1	.	-7.1	-1.8	9.9	2.9	1.9	9.0	-0.3	-1.5	-3.0
